# N370S GC mod = N370S glucocerebrosidase modulation, Gaucher chaperone candidate; AID 2101; 330,000 compounds, 0.092% hits; N370S GC spleen homogenate, 4MU-glucoside fluorescence; Potency, µM (top dose mostly 59.4 µM), for the others: at the highest dose activity change, negative = inhibition, actives largely listed as inhibitors; P04062;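 further: 0% = full enzyme activity and -100% = no enzyme basal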
# DT40 TDP1 no CPT = qHTS for Inhibitors of human tyrosyl-DNA phosphodiesterase 1 (TDP1): qHTS in cells in absence of CPT; DT40 Tdp1-/- hTDP1 cells, no CPT, ATP luminescence, 48 h; Potency, µM (series often up to 46.2 µM), without a hit: at the top dose activity change, negative = growth inhibition, usual class: inhibitors; 420,000 compounds, 15% hits; AID 686978, 2013; further: nearly all actives have a fitted effect of over 55% in size
#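 Compound effects on proliferation are scored in DT40 Tdp1-/-;hTDP1 cells in the absence of CPT. ATP levels (CellTiter-Glo luminescence) are recorded after a ≥48 hr, 37 °C incubation.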
# TDP1 block = blocks human tyrosyl-DNA phosphodiesterase 1; Q9NUW8; recombinant TDP1, AlphaScreen DNA substrate cleavage; Potency, µM (top dose mostly 130 µM), for the others: at the top dose activity change, negative = inhibition, hits mostly inhibitors; 350,000 compounds, 0.28% hits; further: nearly all actives have a fitted effect of over 40% in size
# Target sequence (Q9NUW8 whole entry, looked up): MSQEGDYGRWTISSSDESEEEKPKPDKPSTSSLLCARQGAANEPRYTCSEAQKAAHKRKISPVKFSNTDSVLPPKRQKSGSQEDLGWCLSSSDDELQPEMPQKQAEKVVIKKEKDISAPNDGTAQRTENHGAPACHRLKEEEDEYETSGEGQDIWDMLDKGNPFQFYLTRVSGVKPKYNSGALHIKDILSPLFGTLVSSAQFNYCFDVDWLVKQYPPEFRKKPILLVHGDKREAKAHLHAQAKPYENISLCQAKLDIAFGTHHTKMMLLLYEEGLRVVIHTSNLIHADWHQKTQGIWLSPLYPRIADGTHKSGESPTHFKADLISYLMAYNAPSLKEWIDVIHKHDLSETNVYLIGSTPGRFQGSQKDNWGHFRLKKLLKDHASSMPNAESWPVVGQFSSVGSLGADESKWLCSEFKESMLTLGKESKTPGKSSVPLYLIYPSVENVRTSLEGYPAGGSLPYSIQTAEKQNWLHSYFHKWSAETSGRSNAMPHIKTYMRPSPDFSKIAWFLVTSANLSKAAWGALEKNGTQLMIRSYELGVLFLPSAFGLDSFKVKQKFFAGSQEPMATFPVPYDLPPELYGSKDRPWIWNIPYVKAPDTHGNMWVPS
#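 Compounds were preincubated with Tdp1 (1 nM final) for 15 min at room temperature before substrate (15 nM final) started a 5 min reaction; beads (10 ug/ml final) were then added for 10 min before AlphaScreen detection.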
# * = called active by the depositor; ? = inconclusive; . = no result given; & = joins results of further samples; [ ] = another dose, or the depositor's remark. The call rests on the fitted dose curve; in most records, active means well fitted curve in the direction sought with a large enough effect; inconclusive means small, poorly fitted or top-dose-only effect, or another doubt; inactive means no such curve, though single readings can be large; an effect the other way counts as inactive or inconclusive. Unless noted, on the % scale 0 is the no-effect control and ±100 the full control effect; potency means the concentration at half of the fitted maximal effect. A portion of the library (hit frequency here may not be typical).
SMILES,N370S GC mod,DT40 TDP1 no CPT,TDP1 block
Cc1nnc(C)n1/N=C/c1cccn1C,6%,?,7%
Cc1ccc(N2CC(C(=O)Nc3ccc(S(=O)(=O)Nc4nccs4)cc3)CC2=O)cc1 (configuration not stated),-11%,-8%,-3%
O=C(O)C1=C[C@H](c2csc3ccccc23)C[C@H](OCCCCO)O1,4%,-9%,4%
CC(C)=C1SC(N2CCN(c3cccc(Cl)c3)CC2)=NC1=O,6%,?,4%
O=c1ccc(-c2ccccc2)nn1Cc1ccc(F)cc1Cl,-4%,?,-5%
CCc1ccc(OCc2nnc(SCC(=O)NC3CCCCC3)o2)cc1,3%,5%,-1%[0.0935 µM]
Cc1cccc(N(C(=O)Cn2nnc(-c3ccccc3F)n2)C(C(=O)NC(C)(C)C)c2ccncc2)c1 (configuration not stated),-6%,?,-1%
Cc1ccc(NC(=O)C(=O)NCC(c2cccnc2)N2CCOCC2)cc1C (configuration not stated),.,?,8%
O=C(NCc1ccccc1)C1CCCN(S(=O)(=O)c2ccc(Br)cc2)C1 (configuration not stated),2%,?,3%
C=CCN(CC(=O)NCc1ccccc1)C(=O)c1csnn1,4%,?,-1%
COc1ccc(OCc2nnc(SC3CCOC3=O)n2-c2ccccc2)cc1 (configuration not stated),3%,0%,2%
COc1ccccc1NC(=O)CN1CCN(C(=O)c2ccco2)CC1,-8%,?,7%
CCOC(=O)C1=C(CC)OC(N)=C(C#N)C1c1ccc(OC)cc1OC (configuration not stated),0%,?,0%
COCCNCC(O)CON=C1c2ccccc2-c2ccccc21 (configuration not stated),-14%,?,6%
CN(Cc1cnn(Cc2ccccc2)c1)C(=O)c1cccc(S(=O)(=O)N2CCOCC2)c1,.,5.8µM*,2%
NC1=NC(=O)/C(=C/c2cn(CCC(=O)O)nc2-c2ccc(Cl)cc2)S1,5%,-22%,0%
Cc1ccc2[nH]c(C)c(CCN(Cc3cccnc3)C(=S)NC(C)(C)C)c2c1,13%,?,.
CO[C@H]1C([C@@]2(C)O[C@@H]2CC=C(C)C)[C@]2(CC[C@H]1OC(=O)/C=C/C=C/C=C/C=C/C(=O)O)CO2 (some centres not stated),-15%,.,-1%
CC(C)OC(=O)c1c(F)c(F)c(N2CCOCC2)c(F)c1F,1%,-12%,4%
CN(C)NC(=S)NC1(C)CCS(=O)(=O)C1 (configuration not stated),0%,8%,.
COc1ccccc1-n1cnc2cc(C(=O)NCC3CCCO3)ccc21 (configuration not stated),2%,-7%,2%
COc1cccc(C(=O)NCCS(=O)(=O)N2CCN(C(=O)c3ccco3)CC2)c1,-11%,-1%,.
CCCCOc1ccc(Cc2n[nH]c(=S)n2N)cc1,11%,?,-3%
NC1=NC[C@@H](Cc2ccc(O)cc2)N1CCc1cccc2ccccc12,?,?,5%
COc1ccc2[nH]c(C(=O)O)c(CCNC(=O)/C=C/c3ccc(O)c(OC)c3)c2c1,-3%,10%,.
# Next section:
SMILES,N370S GC mod,DT40 TDP1 no CPT,TDP1 block
CCCCN1C(=O)CC(Sc2ncccc2C(=O)O)C1=O (configuration not stated),2%,-2%,-5%
CCOC(=O)c1cc2c(ccn2C)n1CC(=O)N1CCN(c2ccccc2)CC1,-6%,?,3%
C=CCn1cc(/C=N\NC(=O)c2cc3c(ccc4ccccc43)o2)c2ccccc21,-2%,?,-2%
CCn1c(C)nnc1SCC(=O)Nc1ccc(C(C)=O)cc1,-2%,5%,.
CCOc1ccc2nc(SCC(=O)Nc3nonc3C)[nH]c2c1,1%,-2%,0%
O=c1c2ccccc2ncn1-c1ccccc1[N+](=O)[O-],1%,20%,3%
CC(C)(C)C(CO)NC(=O)c1ccc[nH]1 (configuration not stated),.,11%,2%
Cc1cccc2nc(-c3ccccc3)nc(N3CCC(O)(c4ccc(Cl)cc4)CC3)c12,-26%,?,1%
CCOC(=O)/C(C#N)=C/c1cc2ccccc2nc1N1CCOCC1,4%,-9%,-3%
Cc1cccc(C)c1NC(=O)C1CCCN1S(=O)(=O)c1cccc2nsnc12 (configuration not stated),.,?,7%
Cn1c(CNC(=O)c2ccc(Cl)cc2)nnc1SCC(=O)NC1CCCC1,-2%,-11%,.
O=C(Oc1ccc2c(c1)O/C(=C\c1ccncc1)C2=O)c1ccccc1,4%,?,3%
Cc1ccc(C)c(OCC(=O)N/N=C/c2c(C)nn(-c3ccccc3)c2Cl)c1C,6%,7.3µM*,0%
O=C(Cn1c(=O)n(CCC(=O)N2CCCCC2)c(=O)c2sccc21)NCc1ccccc1,-2%,21%,8%
O=C(NCC(Cl)c1ccc2ccccc2c1)c1c(F)cccc1F (configuration not stated),?,-4%,.
Cc1c(Cl)cccc1NC(=O)CN1CCN(CCO)CC1,17%,3%,-2%
CCSc1nnc(N)s1,-19%[2.35 µM],1%,5%
Cc1ccc(NC(=O)CSc2nc3n[nH]c(C)c3c(=N)n2-c2cccc(C)c2)cc1,.,3.3µM*,2%
COc1cc(C(=O)NNC(=O)COc2ccc(Cl)cc2)ccc1OCC(=O)N1CCOCC1,.,-22%,-3%
O=C(N/C(=C/c1cccnc1)C(=O)N1CCOCC1)c1ccccc1Br,1%,11%,-3%
Cc1ccc(Nc2cc(C)nc(NCc3ccccc3)n2)cc1,4%,2.6µM*,3%
c1ccc2c(c1)nc(Nc1ccc3c(c1)OCO3)c1nnnn12,-13%,16µM*,3%
CCOC(=O)CN1CC23C=CC(O2)C(C(=O)NCCc2ccccc2)C3C1=O (configuration not stated),-7%,-1%,8%
Cc1ccc(NC(=O)CN2C(=O)NC(C)(c3ccc4c(c3)OCO4)C2=O)cc1 (configuration not stated),.,-14%,0%
O=C(c1ccco1)N1CCN(C(=O)C2CCN(S(=O)(=O)Cc3ccccc3)CC2)CC1,6%,-11%,0%

# Ordered by heavy-atom count (rising): 5 of the compounds above.
SMILES,N370S GC mod,DT40 TDP1 no CPT,TDP1 block
CCn1c(C)nnc1SCC(=O)Nc1ccc(C(C)=O)cc1,-2%,5%,.
O=C(N/C(=C/c1cccnc1)C(=O)N1CCOCC1)c1ccccc1Br,1%,11%,-3%
Cc1cccc(C)c1NC(=O)C1CCCN1S(=O)(=O)c1cccc2nsnc12 (configuration not stated),.,?,7%
O=C(c1ccco1)N1CCN(C(=O)C2CCN(S(=O)(=O)Cc3ccccc3)CC2)CC1,6%,-11%,0%
COc1cc(C(=O)NNC(=O)COc2ccc(Cl)cc2)ccc1OCC(=O)N1CCOCC1,.,-22%,-3%

# Later entries
SMILES,N370S GC mod,DT40 TDP1 no CPT,TDP1 block
CCOC(=O)CN(c1cccc(C(C)=O)c1)S(C)(=O)=O,-10%,-3%,5%
O=C(c1cccnc1)C1Cc2ccccc2C1=O (configuration not stated),-8%,-26%,10%
COc1ccc(C2C(C#N)=C(N)N(c3ncn[nH]3)C3=C2C(=O)CCC3)cc1 (configuration not stated),-4%,-1%,1%
Cc1cc(=O)[nH]c(SCC(=O)Nc2cccc(C(F)(F)F)c2)n1,13%,?,5%
CCN(CC)CCn1c2ccccc2c2nc(C)sc21,-2%,3%,4%
C=CCOc1ccc(/C=N/NC(=O)CN2CCOCC2)cc1OCC,7%,?,0%
Cc1ccc(C(=O)NCC(c2ccco2)N2CCc3ccccc3C2)cc1 (configuration not stated),0%,?,.
Cc1cc(C)nc(/N=C(\N)Nc2cccc(OCc3ccccc3)c2)n1,-15%,12µM*,.
C=C1CCC[C@]2(C)C[C@H]3OC(=O)C(CNCC(C)C)[C@H]3CC12 (some centres not stated),1%,16µM*,.
O=C(Cn1c(NCCO)nc2ccccc21)NCCc1ccc(F)cc1,?,-1%,12%
Cc1cc(C)n(Cc2ccc(C(=O)N/N=C/c3ccc(-c4ccc([N+](=O)[O-])cc4)o3)o2)n1,-7%,10µM*,.
FC(F)(F)c1cccnc1Oc1ccc(C2=NCCS2)cc1,-7%,?,-4%
COc1ccccc1NC(=O)c1ccc(C)c(S(=O)(=O)N2CCCCC2)c1,0%,26µM*,3%
O=C(CSc1nnc(CNC(=O)c2cccc(C(F)(F)F)c2)o1)NCC1CCCO1 (configuration not stated),-7%,13%,3%
O=C(N/N=C/c1cn[nH]c1-c1ccc(Cl)cc1)c1ccc([N+](=O)[O-])cc1,3%,-9%,-6%
Cc1ccccc1NC(=O)COC(=O)c1ccc(S(=O)(=O)N2CCCC2)cc1,.,27%,2%
CC(C)N(C(=S)Nc1cccc(S(=O)(=O)N(C)C)c1)c1ccccc1,8%,?,.
COC(=O)c1ccccc1NC(=O)Cn1cc(Br)cn1,8%,-16%,-1%
Oc1ccc(C=NCCc2ccccc2)cc1,-6%,16%,.
COc1ccc(N2C(=O)CC(NNc3ncc(Cl)cc3Cl)C2=O)cc1 (configuration not stated),-9%,15µM*,3%
COc1ccc(-c2cc3ccccc3c(=O)o2)cc1,29%,?,.
COc1ccc(C2C3=C(CCCC3=O)N(CC(=O)O)C3=C2C(=O)CCC3)cc1,?,-5%,.
O=C(Cn1c(=O)oc2ccccc21)N1CCCC1,-20%,20%,.
O=c1cc(N2CCC3(CC2)OCCO3)[nH]c(=O)n1-c1ccc(Br)cc1,2%,-3%,-8%
Cc1c(Cl)c(C(F)(F)F)nn1CC(=O)NCc1ccccc1,7%,?,-2%
# Next part
SMILES,N370S GC mod,DT40 TDP1 no CPT,TDP1 block
CN(C)C(=S)SCC(=O)Nc1cccc(C(F)(F)F)c1,?,6%,-2%
CN(/N=C/c1ccccc1O)C(=S)c1ccccc1,-22%,?,.
CC1CCc2nc3ccc(S(=O)(=O)N4CCC(C(=O)NC(C)c5ccccc5)CC4)cc3c(C(=O)O)c2C1 (configuration not stated),-15%,16%,4%
CN(C)c1ccc(C(=N)c2ccc(N(C)C)cc2)cc1,5%,.,10%
CCC12CC3CC(C1)CC(C(=O)NNC(N)=O)(C3)C2,-5%,-4%,0%
Cc1cccnc1N(C(=O)Nc1cccc(Cl)c1)C1=NCC(C)(C)S1,3%,-7%,3%
O=C(CSc1ccccn1)Nc1ccc(N2CCOCC2)cc1,12%,-23%,6%
O=c1[nH]c2ccc(Br)cc2c(-c2ccccc2)c1N1CCOCC1,2%,-20%,-1%
O=C(O)c1c[nH]c2ccc(S(=O)(=O)N3CCN(c4ccc(F)cc4)CC3)cc2c1=O,-12%,-1%,6%
CC(C)(C)c1ccc(S(=O)(=O)NCC2CCCO2)cc1 (configuration not stated),0%,-9%,.
c1cncc(-c2nnc(SCc3nc4ccccc4[nH]3)o2)c1,11%,-17%,9%
CC1CCN(CCNC(=O)c2ccc3c(=O)n(Cc4ccc(Cl)cc4)c(=S)[nH]c3c2)CC1,-12%,?,6%
Cc1ccc(OCCCNC2CCCC2)cc1,0%,-21%,0%
CC(C)NC[C@H](O)c1ccc(NS(C)(=O)=O)cc1,-6%,-11%,-7%[56.1 µM]
COCC(=O)N1CCC(Oc2ccc(C(=O)N3CCSCC3)cc2)CC1,-4%,5%,3%
Cc1ccc(CNC(=O)CCNC(=O)Cn2ccc3ccccc3c2=O)cc1,4%,-7%,6%
C/C(CC(=O)Nc1cccnc1)=N\NC(=O)C(=O)NC(C)C,7%,3%,8%
N#CCc1nc(-c2cc3ccccc3oc2=O)cs1,-2%,?,-2%
CCCC1=C(C(=O)OCC)C(c2ccc(OC)c(C)c2OC)C(C#N)=C(N)O1 (configuration not stated),2%,?,-3%
O=C(/C=C/c1c[nH]c2ccccc12)c1ccccc1,6%,?,0%
CS(=O)(=O)Nc1ccc(C(=O)Nc2ccc3ccccc3c2)cc1,3%,5.2µM*,.
CCOc1ccc(C(C(=O)NC2CCCCC2)N(C(=O)c2ccccn2)c2cccnc2)cc1 (configuration not stated),6%,-2%,3%
CC(C)C(=O)Nc1nnc(CCN2CCCCC2)s1,7%,0%,-8%
Cc1c(NC(C)C)c(=O)n(-c2ccccc2)n1C,-1%,-2%&-20%,7%[56.1 µM]
CC(C)COc1ccc(C(=O)N2CCCCC2CCN2CCCCC2)cc1 (configuration not stated),.,?,7%
ClCC1CSC(=NC23CC4CC(CC(C4)C2)C3)O1 (configuration not stated),8%,-18%,0%
CSc1nc(C=Nc2ccccc2Cl)c(O)n1Cc1cccc(Cl)c1,-20%,-1%,7%

# Part of the list above in a different format.
SMILES | N370S GC mod | DT40 TDP1 no CPT | TDP1 block
C/C(CC(=O)Nc1cccnc1)=N\NC(=O)C(=O)NC(C)C | 7% | 3% | 8%
N#CCc1nc(-c2cc3ccccc3oc2=O)cs1 | -2% | ? | -2%
CCCC1=C(C(=O)OCC)C(c2ccc(OC)c(C)c2OC)C(C#N)=C(N)O1 (configuration not stated) | 2% | ? | -3%
O=C(/C=C/c1c[nH]c2ccccc12)c1ccccc1 | 6% | ? | 0%
CS(=O)(=O)Nc1ccc(C(=O)Nc2ccc3ccccc3c2)cc1 | 3% | 5.2µM* | .
CCOc1ccc(C(C(=O)NC2CCCCC2)N(C(=O)c2ccccn2)c2cccnc2)cc1 (configuration not stated) | 6% | -2% | 3%
CC(C)C(=O)Nc1nnc(CCN2CCCCC2)s1 | 7% | 0% | -8%
